GSK3A inh: inhibitors of human GSK-3 alpha kinase; 0.1% of 320,000 active; inhibition, % at 10 µM; AID 2650; P49840; ADP-Glo luminescence, 60 min;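 in the data active = inhibition above about 50%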;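 also: GST-tagged GSK-3 alpha with peptide substrate and 25 µM ATP; 0% = DMSO neutral wells and 100% = GW8510 positive control wells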
Target sequence (P49840 whole entry, looked up): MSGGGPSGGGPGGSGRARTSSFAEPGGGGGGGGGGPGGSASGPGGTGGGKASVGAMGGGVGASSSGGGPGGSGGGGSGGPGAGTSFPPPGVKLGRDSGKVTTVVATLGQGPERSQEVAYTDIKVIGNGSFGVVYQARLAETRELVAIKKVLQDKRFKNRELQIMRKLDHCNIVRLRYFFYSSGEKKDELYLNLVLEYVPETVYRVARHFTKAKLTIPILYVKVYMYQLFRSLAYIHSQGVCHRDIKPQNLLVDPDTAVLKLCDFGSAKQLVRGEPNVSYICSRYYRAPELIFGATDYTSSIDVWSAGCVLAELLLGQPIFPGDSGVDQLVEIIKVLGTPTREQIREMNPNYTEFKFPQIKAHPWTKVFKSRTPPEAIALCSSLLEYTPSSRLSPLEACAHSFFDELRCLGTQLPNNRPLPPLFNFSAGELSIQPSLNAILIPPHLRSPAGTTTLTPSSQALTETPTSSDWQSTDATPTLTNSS
The depositor's hits bear a star. Not all compounds are listed, so the mix of outcomes need not match the whole.

Compound | GSK3A inh
Cc1ccc(CN2CC[C@H]3C=CCc4cccc(c43)C2)cc1 | -1.7
O=C(NN1C(=O)NC2(CCCCC2)C1=O)c1ccc(Cl)c(Cl)c1 | -6.2
CCOC(=O)[C@H]1[C@H]2COc3ccc(Br)cc3[C@@H]2N2C(=O)CN(Cc3ccc(Cl)cc3)C(=O)[C@@]12C | 0.3
COc1ccc2c(COC(=O)CNS(=O)(=O)c3ccccc3)cc(=O)oc2c1 | -4.2
CC(=O)c1cccc(NC(=O)C(C)OC(=O)C2=NNC(=O)CC2)c1 (stereo not drawn) | -3.8
C=CC[C@H](CC(=O)N[C@H](CO)Cc1ccccc1)C(=O)N[C@H](COC(=O)[C@H](CC=C)CC(=O)OC(C)(C)C)Cc1c[nH]c2ccccc12 | -0.7
COc1cc2nc(CN3CCN(S(=O)(=O)c4cc(C)ccc4C)CC3)[nH]c(=O)c2cc1OC | 2.7
CC(N=C1NS(=O)(=O)c2ccccc21)C(=O)OCC(=O)N(C)C1CCS(=O)(=O)C1 (stereo not drawn) | -3.0
CC(C)(C)OC(=O)N1CCN(C(=O)c2[nH]cnc2C(=O)Nc2cccc(Cl)c2)CC1 | -0.7
C#CCOCCOCCOCCNc1nc(N2CCN(C(=O)[C@H](CCCCN)n3cc([C@@H](N)CO)nn3)CC2)nc(N2CCN(C(=O)[C@H](Cc3cc4ccccc4[nH]3)n3cc([C@@H](N)CO)nn3)CC2)n1 | 10.1
COc1cc2cnc(C3=CCCCC3)cc2cc1OC | 0.8
CC(OC(=O)c1ccc(NC(=O)CC#N)cc1)C(=O)NC(c1ccccc1)c1ccccc1 (stereo not drawn) | -2.3
O=C(COC(=O)c1cc(Br)ccc1O)NNC(=O)c1cccs1 | -1.9
CC(Sc1ccc(S(=O)(=O)N2CCN(C)CC2)cn1)C(=O)NC1CCCCC1 (stereo not drawn) | 0.0
CCOc1ccccc1N | -6.7

Continuation.
Compound | GSK3A inh
Cc1ccc(S(=O)(=O)N2CCN(c3ncnc4scc(-c5ccccc5)c34)CC2)cc1 | -3.7
O=C1NCCn2nc3ccccc3c21 | 2.1
Cn1c(SCC(=O)Nc2ccc(N3CCOCC3)cc2)nnc1C(F)(F)F | 2.2
CCC(C)(C)C1CCc2[nH]nc(C(=O)NC(C)C)c2C1 (stereo not drawn) | -19.6
O=C(O)c1ccccc1C(=O)O | -1.9
COc1ccc(NC(C)C(=O)Nc2cccc(S(=O)(=O)N3CCOCC3)c2)cc1OC (stereo not drawn) | -1.6
N#Cc1ccc(CN2CCN(C(=O)c3cc(C4CC4)nn3-c3ccccc3)CC2)cc1 | -6.2
CCN(CC(=O)Nc1cc(C)on1)CC(=O)Nc1ccccc1C(F)(F)F | 6.7
C/C=C(\C)C(=O)OC1CC(C)(C)C[C@H]2C3=CC[C@@H]4[C@@]5(C)CCC(O[C@@H]6O[C@@H](C(=O)O)[C@@H](O)C(O[C@@H]7OC[C@H](O)[C@@H](O)[C@@H]7O[C@@H]7OC(CO)C(O)[C@@H](O)[C@@H]7O)C6O[C@@H]6OC(CO)C(O)C(O)C6O)[C@@](C)(CO)[C@@H]5CC[C@]4(C)[C@]3(C)CC(O)[C@@]12CO (stereo partly drawn) | -2.6
CCC(C)(CN(C)C)OC(=O)c1ccccc1 (stereo not drawn) | 3.2
C[C@H]1COC(=O)[C@H](Cc2ccc(F)cc2)CC/C=C/C[C@@H](CC(=O)N[C@@H](CO)Cc2ccccc2)C(=O)N1 | -0.8
Cc1cc(C(=O)COC(=O)c2ccc(F)cc2F)c(C)n1C1CC1 | 0.6
COc1ccccc1CN(C)C(=O)CN1CCN(C(=O)c2cccs2)CC1 | -1.7
O=C(COC(=O)COc1ccc(Cl)cc1Br)NC1CC1 | -0.1
COc1ccc(S(=O)(=O)N2CCOCC2)cc1NC(=O)c1cc(=O)[nH]c2ccccc12 | -1.1

Continued.
Compound | GSK3A inh
CCCN1C(=O)C(=O)N(CC(=O)c2cc(C)n(C3CC3)c2C)C1=O | -1.2
CCOC(=O)C1=C(C)NC(C)=C(C(=O)OCC)C1C(=O)OCC(=O)NC1CCCCC1 | -3.1
CC(C)(C)[C@H]1COC(=O)CCCC/C=C\C[C@H](CC(=O)NCCO)C(=O)N1 | -3.0
Cc1ccc(NC(=O)CSc2nc3nn(-c4ccccc4)c(=O)c-3c3n2CCCCC3)cc1F | -3.1
CCOc1ccccc1C(=O)NCC(=O)OCC(=O)c1c(N)n(C)c(=O)n(C)c1=O | 0.4
COc1ccccc1NS(=O)(=O)c1cccc(C(=O)NNC(=O)C(C)NC(=O)c2ccco2)c1 (stereo not drawn) | -1.1
CN(C)S(=O)(=O)n1cnc([C@H]2c3c(ncn3Cc3ccccc3)C[C@H]3COC(=O)[C@@H]32)c1 | -1.5
CC(=O)c1ccccc1NC(=O)COc1ccc(N(C)S(=O)(=O)c2ccc(C)c(C)c2)cc1 | -4.7
COc1ccc(S(=O)(=O)N2CCCCC2)cc1NC(=O)C1CCCC1 | -4.3
CN1CCCN(S(=O)(=O)c2cccc(C(F)(F)F)c2)c2nc3ccccc3nc21 | -5.7
CCN(CC(=O)Nc1ccc(NC(C)=O)cc1)C(=O)c1oc2c(ccc3ccccc32)c1C | -3.6
CCc1cc2c(SCC(=O)N3CCCC3=O)ncnc2s1 | -0.7
CN(C)C(=O)CSc1nc2cc(S(=O)(=O)N3CCOCC3)ccc2o1 | 0.1
O=C(O)c1cc(S(=O)(=O)N2CCCCC2)ccc1N1CCCC1 | -3.3
Nc1c(C(=O)CSc2ncccn2)c(=O)[nH]c(=O)n1C1CC1 | -2.8

New compounds follow
Compound | GSK3A inh
COc1cc(NC(=O)C(C)N2CCN(C(=O)C3CC3)CC2)cc(OC)c1 (stereo not drawn) | -0.5
COc1cccc(CNc2ncnc3ccc(-c4c(C)noc4C)cc23)c1 | -4.0
O=C(COC(=O)/C=C/c1ccc(Br)o1)Nc1cccc(S(=O)(=O)N2CCOCC2)c1 | -3.6
CCC(=O)c1ccc(OCC(=O)OCC(=O)Nc2ccc(C)c(S(=O)(=O)N3CCCCC3)c2)cc1 | -0.8
O=C(CN1C(=O)NC2(CCc3ccccc32)C1=O)NCCc1ccccc1 (stereo not drawn) | 0.1
CCCCn1c(N)c(N(CCC(C)C)C(=O)COC(=O)/C=C/c2ccc(F)cc2)c(=O)[nH]c1=O | -1.8
C[C@H](CO)N1C[C@H](C)[C@@H](CN(C)S(=O)(=O)c2ccc(F)cc2)Oc2ccc(NC(=O)C3CC3)cc2C1=O | -1.6
COc1ccc(NC(=O)CN2C(=O)NC(C)(C3CCCCC3)C2=O)c(OC)c1 (stereo not drawn) | -2.0
CCN(c1ccccc1)S(=O)(=O)c1ccc(N2CCN(c3ccc(O)cc3)CC2)nc1 | -0.1
Cc1ccc(CNC(=O)c2ccc(N3CCC4(CC3)CC(c3cccc(Br)c3)=NO4)c(NC(=O)c3c(Cl)cccc3Cl)c2)cc1 | -3.7
COc1ccccc1NC(=O)COC(=O)CNC(=O)C1CCCCC1 | 1.1
COc1ccc(Sc2ccc(-c3nc4cnccn4c3NC3CCCCC3)cc2OC)cc1 | 2.7
CC(C)NC(=O)N(C)C[C@H]1Oc2ccc(NC(=O)Nc3ccccc3)cc2C(=O)N([C@@H](C)CO)C[C@@H]1C | -2.1
Cc1csc(NC(=O)CCCNC(=O)c2ccc(Cl)cc2)n1 | -3.4
CC1(C)CC[C@]2(C(=O)O[C@@H]3OC(CO)[C@@H](O)[C@H](O)[C@H]3O)CC[C@]3(C)C(=CCC4[C@@]5(C)CC[C@H](O[C@@H]6OC(C(=O)O)[C@@H](O)[C@H](O)[C@H]6O)C(C)(C)C5CC[C@]43C)[C@@H]2C1 (stereo partly drawn) | -3.2

The final 3 compounds of the part above lead into the next.
Compound | GSK3A inh
CC(C)NC(=O)N(C)C[C@H]1Oc2ccc(NC(=O)Nc3ccccc3)cc2C(=O)N([C@@H](C)CO)C[C@@H]1C | -2.1
Cc1csc(NC(=O)CCCNC(=O)c2ccc(Cl)cc2)n1 | -3.4
CC1(C)CC[C@]2(C(=O)O[C@@H]3OC(CO)[C@@H](O)[C@H](O)[C@H]3O)CC[C@]3(C)C(=CCC4[C@@]5(C)CC[C@H](O[C@@H]6OC(C(=O)O)[C@@H](O)[C@H](O)[C@H]6O)C(C)(C)C5CC[C@]43C)[C@@H]2C1 (stereo partly drawn) | -3.2
C=CC[C@@H](Cc1ccc(F)cc1)C(=O)OC[C@@H]1CCCN1C(=O)[C@@H](CC=C)CC(=O)N(CCO)Cc1ccccc1 | -4.6
Cc1ccc(NC(=O)COc2ccc(N(C)S(=O)(=O)c3ccc(F)cc3)cc2)cc1 | 18.4
COCCn1c(SCC(=O)Nc2cccnc2Cl)nc2cc(Cl)ccc2c1=O | 9.2
Cc1ccc(CN(C)C(=O)c2cccc(S(=O)(=O)N3CCCC3)c2)o1 | 7.0
CC(=O)c1c(C)[nH]c(C(=O)COC(=O)COc2ccccc2F)c1C | -0.6
CC(Sc1nnc(-c2cccnc2)o1)C(=O)NC1CCCCC1 (stereo not drawn) | -1.5
COc1ccccc1N1CCN(CC(=O)Nc2ccnn2C2CCCC2)CC1 | 0.9
C[C@@H](NC(=O)c1[nH]cnc1C(=O)Nc1nccs1)c1ccccc1 | 1.0
CSc1ccc(Cl)c(C(=O)NNC(=O)c2cccs2)c1 | 5.5
CCN(CC(=O)Nc1ccc(C(C)=O)cc1)CC(=O)Nc1ccc2c(c1)OCCO2 | -1.2
COc1cc(C(C)=O)ccc1OCC(=O)OCC(=O)c1cc(C)n(CC2CCCO2)c1C (stereo not drawn) | -2.4
CCOc1ccc(CN(C)C(=O)c2ccc(S(=O)(=O)N(C)c3ccccc3OC)cc2)cc1 | 16.1
CCC(=O)OC1(C(=O)CCl)[C@@H](C)C[C@H]2[C@@H]3CCC4=CC(=O)C=C[C@]4(C)[C@@]3(F)[C@@H](O)C[C@@]21C (stereo partly drawn) | -1.1
CC(C)(C)OC(=O)C[C@@H]1C/C=C\C[C@H](CC(=O)N(CCO)Cc2ccccc2)C(=O)N2CCC[C@H]2COC1=O | 1.1
CN(c1ccccc1)S(=O)(=O)c1ccc(C(=O)NCC(c2ccco2)N2CCCCC2)cc1 (stereo not drawn) | -2.9

Remaining list, next part.
Compound | GSK3A inh
CC1CC(C)CN(C(=O)CSc2ncnc3sccc23)C1 (stereo not drawn) | 0.0
Nc1nc(SCC(=O)Nc2cccc(F)c2)n[nH]1 | -0.2
COc1cccc(-c2ccc3ncnc(NCc4cccnc4)c3c2)c1 | -0.3
Cc1ccc([N+](=O)[O-])cc1S(=O)(=O)Nc1cccc(S(=O)(=O)NC2=NCCC2)c1 | -3.1
COc1ccccc1C(=O)Nc1ccc(OC(C)C(=O)N2CCOCC2)cc1 (stereo not drawn) | -2.8
O=C(Nc1cccc(S(=O)(=O)N2CCCCC2)c1)C1CC1 | 0.6
C/C(=N\NC(=O)c1ccncc1)c1ccc(N2CCOCC2)cc1 | -7.7
Cc1[nH]c2ccccc2c1C(=O)COC(=O)c1ccccc1O | -0.6
O=C(OCC(=O)N1CCN(c2cccc(Cl)c2)CC1)c1ccco1 | -1.4
C[C@H](CO)N1C[C@H](C)[C@@H](CN(C)C(=O)Nc2ccc3c(c2)OCO3)Oc2c(NC(=O)Nc3ccc4c(c3)OCO4)cccc2C1=O | -4.2
CC1CCN(C(=O)c2nc[nH]c2C(=O)N2CCC(C)CC2)CC1 | -2.0
COc1cc(/C=C(\CCC(=O)O)c2nc3ccccc3s2)ccc1OCC(=O)Nc1c(Cl)cccc1Cl | -0.6
CCN(CC)Cc1ccccc1CNC(=O)c1cccc(S(=O)(=O)Nc2ccc3c(c2)OCO3)c1 | 2.1
C[C@@H]1CN([C@H](C)CO)C(=O)c2cccc(NC(=O)c3ccncc3)c2O[C@@H]1CN(C)Cc1ccc(C(=O)O)cc1 | -2.3
CC(C(=O)OCC(=O)N(C)C1(C#N)CCCCC1)N1C(=O)c2ccccc2C1=O (stereo not drawn) | -2.4

Of the compounds above, 3 contain a CF3 group:
Compound | GSK3A inh
Cn1c(SCC(=O)Nc2ccc(N3CCOCC3)cc2)nnc1C(F)(F)F | 2.2
CCN(CC(=O)Nc1cc(C)on1)CC(=O)Nc1ccccc1C(F)(F)F | 6.7
CN1CCCN(S(=O)(=O)c2cccc(C(F)(F)F)c2)c2nc3ccccc3nc21 | -5.7

Next results
Compound | GSK3A inh
CC(=O)O[C@H]1CC(=O)OC(C)(C)C2CC(=O)[C@]3(C)C(CC[C@@](C)([C@@H](O[C@@H]4O[C@H](CO)[C@@H](O)[C@H](O)[C@H]4O)c4ccoc4)[C@@]34O[C@@H]4C(=O)O)[C@]21C (stereo partly drawn) | -1.2
CC1CN(S(=O)(=O)c2cccc(C(=O)NCC3COc4ccccc4O3)c2)CC(C)O1 (stereo not drawn) | -0.2
C[C@@H](NC(=O)c1nc[nH]c1C(=O)N1CCN(C(=O)OC(C)(C)C)CC1)c1ccccc1 | -4.6
Cc1ccc(C(=O)Nc2cccc(S(=O)(=O)N(C)c3ccccc3)c2)o1 | 0.5
CCCNC(=O)C(Cc1ccc(Br)cc1)NC(=O)c1ccc(C#N)cc1 (stereo not drawn) | -1.8
COc1ccc(CC(=O)OCC(=O)NC2CCCCC2)cc1 | -1.7
O=C(N/C(=C\c1ccco1)C(=O)N1CCCCC1)c1ccc([N+](=O)[O-])cc1 | -1.8
Cc1ccc(S(=O)(=O)CCC(=O)OC2CC(C)OC2=O)cc1 (stereo not drawn) | -2.5
COc1ccccc1N1CC(C(=O)Nc2ccc(N3CCOCC3)cc2)CC1=O (stereo not drawn) | -1.7
Cc1cc(C(=O)COc2cccc([N+](=O)[O-])c2)c(C)n1C1CC1 | -3.5
O=S(=O)(c1ccc(=S)[nH]c1)N1CCOCC1 | -1.9
O=C(COC(=O)c1cc(S(=O)(=O)N2CCOCC2)ccc1Cl)NCCc1ccccc1 | -0.9
Cc1cc(C)cc(-c2nnc(SCC(=O)NC3CC3)o2)c1 | -3.1
COCc1c(C(=O)OCC(=O)N(C)C2CCS(=O)(=O)C2)oc2ccccc12 (stereo not drawn) | -0.1
COc1ccc(OC)c(COC(=O)c2cc([N+](=O)[O-])ccc2N2CCOCC2)c1 | 0.4
COc1ccc(S(=O)(=O)N2CCN(C(=O)c3c(C)nn(-c4ccccc4)c3C)CC2)cc1 | -1.4
O=C(NCc1cccc2ccccc12)c1cccs1 | -2.2
